Bioassay records: PubChem BioAssay, NCI
All columns: NCI-60 one-dose screen, growth in % after 48 h at 10 µM unless noted; 100 = growth as untreated, 0 = no growth, -100 = all killed.
NCI-H460 = NCI-H460 lung cancer; hit rate 6.8% among 82,000; AID 1794736
NCI-H226 = NCI-H226 lung cancer. hit rate 3.5% among 79,000. AID 1794732
COLO 205 = COLO 205 colon cancer; hit rate 7.3% among 79,000
KM12 = KM12 colon cancer cells | hit rate 5% among 82,000
NCI-H522 = NCI-H522 lung cancer. hit rate 8% among 78,000. AID 1794739
NCI/ADR-RES = NCI/ADR-RES ovarian cells. hit rate 4.4% among 81,000. AID 1794790
IGROV1 = IGROV1 ovarian cancer | hit rate 4.7% among 79,000
NCI-H23 = NCI-H23 lung cancer. AID 1794731. hit rate 4% among 80,000
NCI-H322M = NCI-H322M lung cancer; AID 1794733; hit rate 2.7% among 80,000
Starred values were filed as active, the others as inactive; . = no result given; & = joins results of further samples. The calls were made as follows: active = growth percent below 10; inactive = the rest.

Sequence of screens – NCI-H460	NCI-H226	COLO 205	KM12	NCI-H522	NCI/ADR-RES	IGROV1	NCI-H23	NCI-H322M
CCN(CC)CCOc1ccc(Nc2ncc3cc(-c4c(Cl)cccc4Cl)c(=O)n(CCOC)c3n2)cc1
→ 3.6*	28	-40*	16	-28*	6.7*	-22*	-9.8*	18
CC(C)OCCCNC1=C(Cl)C(=O)c2ccccc2C1=O
→ 101	101	116	102	85	96	103	79	92
CCOC(=O)[C@]1(C)C(=O)N2c3cc(O)cc4c3[C@H](C(C)=C[C@@]2(CC)C1=O)[C@@H](C)[C@@H]4O[C@H]1CC[C@@H](O)[C@@H](C)O1
→ 101	91	.	97	82	100	98	104	99
O=C1CSC(c2ccc(Br)cc2)Nc2n[nH]c(-c3ccccc3)c21 (stereo not drawn)
→ 108	100	.	93	88	87	98	89	99
Oc1c(CN2CCN(c3ccccc3F)CC2)cc(Br)c2cccnc12
→ -73*	.	-8.7*	0.1*	-65*	24	-34*	45	17
CC(=O)n1nc(C(=O)OCc2ccccc2)c2ccccc21
→ 102	81	110	101	103	98	100	91	104
O=C(c1cccc(C(F)(F)F)c1)c1cnccc1NC1CCCCCC1
→ 92	76	92	88	73	64	79	64	93
Cc1c(NC(=S)Nc2ccc(S(=O)(=O)Nc3ccc(Cl)nn3)cc2)n(-c2ccccc2)c(=O)n1C
→ 100	.	.	108	91	99	95	97	102
O=C(CCc1nc2c(=O)[nH]c(=S)[nH]c2[nH]c1=O)NC(Cc1ccccc1)C(=O)O (stereo not drawn)
→ 101	98	117	106	101	103	110	97	99
O=[N+]([O-])c1ccccc1NS(=O)(=O)c1ccccc1
→ 106	102	110	95	90	101	109	100	103
CCOC(=O)C(Cc1ccc(C)cc1)(NC(C)=O)C(=O)OCC
→ 97	102	109	107	113	95	103	97	89
c1cnc2c(c1)CN[C@@H](CN(CCCC1CCNCC1)[C@H]1CCCc3cccnc31)C2
→ 108	106	83	101	71	98	109	101	93
Cc1ccc(-c2cc(C(=O)O)c3ccccc3n2)c(C)c1
→ 108	104	114	100	91	115	109	122	114
CC(=O)O[C@H]1CC[C@@]2(C)C(=CC[C@@H]3[C@@H]2CC[C@]2(C)C(=O)N(O)C(=O)C[C@@H]32)C1
→ 61	107	112	72	75	100	83	68	92
O=C1Nc2c(c(=O)n(-c3ccccc3)c3ccccc23)C(c2ccccc2)N1 (stereo not drawn)
→ 110	101	100	116	.	107	102	106	100
NC(=O)CCNC(=O)c1ccccc1S
→ 105	112	98	98	80	116	106	114	111
COc1ccc2c(/C=C3/C(=O)NC(=S)NC3C)cc(=O)oc2c1 (stereo not drawn)
→ 105	97	101	100	82	99	96	99	93
COc1ccc(NC(=O)C2CC3C=CC2C3)c([N+](=O)[O-])c1 (stereo not drawn)
→ 107	96	115	105	95	98	108	96	.
CCOC(=O)c1sc(NC(=O)/C=C/c2ccccc2)nc1N1CCN(c2ccc(OC)cc2)CC1
→ 96	96	100	89	75	101	105	106	98
Cc1ccc(-c2nc(N3CCCNCC3)c3oc(-c4ccc(C)cc4)nc3n2)cc1
→ -37*	101	-72*	11	65	16	12	91	17
CCN(CC)CCCC(C)N/C(c1cccc(OC)c1)=c1\c(=O)[nH]n(-c2c3ccccc3nc3ccccc23)c(=O)\c1=C(/NC(C)CCCN(CC)CC)c1cccc(OC)c1 (stereo not drawn)
→ -34*	-25*	-90*	-47*	-86*	.	-7.0*	-26*	-38*
OC1CCN(CCCOc2c3ccc(Cl)cc3nc3c2oc2ccc(Cl)cc23)CC1
→ -75*	2.6*	-11*	-74*	9.7*	32	9.0*	.	15
COc1cccc(/C=C2\Cc3ccccc3C2=O)c1
→ 105	107	115	95	.	105	99	106	110
OC(CNCCN1CCNCC1)Cc1ccccc1 (stereo not drawn)
→ 118	106	93	113	108	114	113	101	125
CN1CCc2c(sc3ncnc(N/N=C/c4ccc(Cl)cc4Cl)c23)C1
→ 10	-60*	-48*	25	-34*	8.4*	30	12	29
COc1c(O)c(O)cc2c3c(oc12)CC(c1ccco1)CC3=O (stereo not drawn)
→ 32	100	101	90	57	67	66	82	76
CCCN1CN2C(=O)N3CN(CCC)CN4C(=S)N(C1)C2C34 (stereo not drawn)
→ 112	.	114	101	92	103	99	100	88
C#CCOc1ccc(/C=N/Nc2nc(-c3ccc(OC)cc3)cs2)cc1OC
→ 82	58	64	75	54	73	66	.	88
Nc1cccc2c1C(=O)c1c(Cl)cccc1C2=O
→ 98	99	107	103	95	100	111	101	105
N#C/C(=C\c1ccco1)c1nc(-c2ccco2)cs1
→ 103	99	108	89	95	99	85	101	97

Sequence of screens – NCI-H460	NCI-H226	COLO 205	KM12	NCI-H522	NCI/ADR-RES	IGROV1	NCI-H23	NCI-H322M
COc1nc2cc(OC(C)C)ccc2cc1-c1nc2c(cnn2-c2ccccc2)c(=O)[nH]1
→ 105	101	124	105	100	98	103	104	100
CCSc1nnc(C2=CC(=O)c3ccccc3C2=O)n1-c1ccc(Cl)cc1
→ 79	88	115	55	71	98	92	90	98
O=C(Cn1cc(COn2nnc3ccccc32)nn1)Nc1ccc(F)cc1
→ 111	107	110	95	87	106	111	.	103
Nc1c(C2=NCCN2)c(-c2ccccc2)c(-c2ccccc2)n1C1CCCCC1
→ 93	83	98	92	85	104	82	95	94
CC(C)CC(N)(C(=O)O)C1CCCC1 (stereo not drawn)
→ 101	105	118	104	126	106	97	111	91
O=S(=O)(Oc1ccc(-c2cn3ccoc3n2)cc1)C1CCCCC1
→ 100	87	103	103	88	98	108	102	101
O=C(CCCNC(=O)c1nc(-c2ccccc2)n(-c2ccccc2)n1)NO
→ .	86	109	110	75	109	101	101	.
CCCCCCOc1ccc(C(=N)N(CCCC)CCCC)c2ccccc12
→ -58*	-71*	-80*	-90*	-85*	-95*	.	-95*	-94*
CCN1C(=S)N(CC)C2C1NN=c1s/c(=C3\C(=O)N(C)c4ccccc43)c(=O)n12 (stereo not drawn)
→ 104	91	104	85	84	102	101	102	103
Nc1ccc(S(=O)(=O)O)cc1
→ 107&100	87&93	103&101	97&106	99	103&104	106&102	114&106	102&98
N#CC1=C(N)Oc2c(cnn2-c2ccc([N+](=O)[O-])cc2[N+](=O)[O-])C1c1ccccc1 (stereo not drawn)
→ 103	97	111	101	95	101	100	104	98
COc1ccc(C(N)CCc2cc(OC)c(OC)c(OC)c2)cc1 (stereo not drawn)
→ 97	99	98	96	106	88	85	94	90
CC1(C)C2(C#N)C(=O)NC(=O)C12C#N (stereo not drawn)
→ 107	106	100	113	106	103	113	116	106
Cc1ccc(-n2nnnc2N)c(C)c1
→ 103	115	117	108	112	105	123	98	121
COc1cccc(-c2nc3occn3c2-c2ccnc(NCCNS(=O)(=O)c3ccc(C(F)(F)F)cc3)n2)c1
→ 88	76	78	99	87	99	81	98	99
O=C(Nc1ccccc1)c1ccncc1
→ 107	97	105	108	101	103	112	100	105
CCOc1ccccc1N(CCO)CCO
→ 115	116	105	99	98	102	105	108	109
COC(=O)c1ccc2c(c1)NC(=O)[C@@H]1CCCN21
→ 106	98	108	101	70	100	101	89	99
O=C(N/N=C/C(O)C1OC(=O)C(O)C1O)c1ccncc1 (stereo not drawn)
→ 114	101	103	99	.	107	100	105	95
O=C(Nc1cc(-c2ccccc2)nn1-c1ccccc1)c1ccccc1F
→ 98&96	93&94	118&128	94&102	100	89&92	106&106	103&106	99&101
CCCCCCC(C)OC(=O)/C=C/c1ccccc1 (stereo not drawn)
→ 104	96	115	107	97	105	111	95	103
O=C1CC2(CCN(c3c(Cl)cncc3-c3ccc(N4CCOCC4)cc3)CC2)C(=O)N1
→ 104	93	109	105	80	95	73	103	96
COc1cc(/C=C2\C(=O)Nc3ccccc32)ccc1OCc1ccccn1
→ 99	94	116	97	95	96	79	87	92
OCC1(CO)COC2(CCCC2)N1
→ 105	90	150	108	94	90	107	100	98
CC(=O)CC(=O)Nc1ccccc1
→ 106	96	114	112	119	122	117	110	120
COc1ccc(-c2ccc(-c3ccc(C(=N)N)s3)s2)cc1Cl
→ -36*	79	-48*	-86*	0.3*	28	5.3*	45	97
C[N+](C)(C)CC(=O)NN
→ 104	102	105	105	104	108	109	101	104
O=C(CCCCC(=O)Oc1c(Cl)cc(Cl)cc1[N+](=O)[O-])Oc1c(Cl)cc(Cl)cc1[N+](=O)[O-]
→ 106	106	121	100	89	102	101	97	.
CC/C(=C(/c1ccc(Cl)cc1)c1ccc(OCCN2CCCC2)cc1)c1ccccc1
→ 12	94	-25*	37	83	80	77	62	93
C=CCOC(=O)C1CC=CCC1C(=O)OCC=C (stereo not drawn)
→ 102	91	109	112	101	110	105	107	101

Sequence of screens – NCI-H460	NCI-H226	COLO 205	KM12	NCI-H522	NCI/ADR-RES	IGROV1	NCI-H23	NCI-H322M
O=C1CC(c2ccc(F)cc2)c2snc(-c3ccc(F)cc3)c2N1 (stereo not drawn)
→ 103	101	108	96	84	98	104	96	89
Cc1ccc(N=Nc2sc(-n3[nH]c(=O)ccc3=O)nc2O)cc1
→ 101	100	110	104	101	109	98	105	100
CC(=O)O[C@H]1CCC2=C(CC(F)C[C@@H]3[C@@H]2CC[C@]2(C)C(=O)CC[C@@H]32)C1 (stereo partly drawn)
→ 105	100	108	105	87	103	98	103	99
O=C1Nc2ccc(Cl)cc2/C1=C/c1ccc(OCC(=O)c2ccc(Br)cc2)cc1
→ 95	79	99	59	96	93	63	.	85
COc1cc(CNS(=O)(=O)c2ccc(C)cc2)ccc1OCc1cn(-c2ccccc2Cl)nn1
→ 103	85	108	102	87	92	92	79	89
Cc1cc(C)n(C(=O)c2sc(=S)n(-c3ccccc3)c2-n2nnc(C#N)c2N)n1
→ 120	101	111	107	95	106	104	105	105
COc1ccc(C(=O)/C=C/c2ccc(Oc3nc(NCCO)nc(N4CCOCC4)n3)c(OC)c2)cc1
→ 80	93	114	29	66	83	79	.	97

19 consecutive entries from above, for reference:
Sequence of screens – NCI-H460	NCI-H226	COLO 205	KM12	NCI-H522	NCI/ADR-RES	IGROV1	NCI-H23	NCI-H322M
c1cnc2c(c1)CN[C@@H](CN(CCCC1CCNCC1)[C@H]1CCCc3cccnc31)C2
→ 108	106	83	101	71	98	109	101	93
Cc1ccc(-c2cc(C(=O)O)c3ccccc3n2)c(C)c1
→ 108	104	114	100	91	115	109	122	114
CC(=O)O[C@H]1CC[C@@]2(C)C(=CC[C@@H]3[C@@H]2CC[C@]2(C)C(=O)N(O)C(=O)C[C@@H]32)C1
→ 61	107	112	72	75	100	83	68	92
O=C1Nc2c(c(=O)n(-c3ccccc3)c3ccccc23)C(c2ccccc2)N1 (stereo not drawn)
→ 110	101	100	116	.	107	102	106	100
NC(=O)CCNC(=O)c1ccccc1S
→ 105	112	98	98	80	116	106	114	111
COc1ccc2c(/C=C3/C(=O)NC(=S)NC3C)cc(=O)oc2c1 (stereo not drawn)
→ 105	97	101	100	82	99	96	99	93
COc1ccc(NC(=O)C2CC3C=CC2C3)c([N+](=O)[O-])c1 (stereo not drawn)
→ 107	96	115	105	95	98	108	96	.
CCOC(=O)c1sc(NC(=O)/C=C/c2ccccc2)nc1N1CCN(c2ccc(OC)cc2)CC1
→ 96	96	100	89	75	101	105	106	98
Cc1ccc(-c2nc(N3CCCNCC3)c3oc(-c4ccc(C)cc4)nc3n2)cc1
→ -37*	101	-72*	11	65	16	12	91	17
CCN(CC)CCCC(C)N/C(c1cccc(OC)c1)=c1\c(=O)[nH]n(-c2c3ccccc3nc3ccccc23)c(=O)\c1=C(/NC(C)CCCN(CC)CC)c1cccc(OC)c1 (stereo not drawn)
→ -34*	-25*	-90*	-47*	-86*	.	-7.0*	-26*	-38*
OC1CCN(CCCOc2c3ccc(Cl)cc3nc3c2oc2ccc(Cl)cc23)CC1
→ -75*	2.6*	-11*	-74*	9.7*	32	9.0*	.	15
COc1cccc(/C=C2\Cc3ccccc3C2=O)c1
→ 105	107	115	95	.	105	99	106	110
OC(CNCCN1CCNCC1)Cc1ccccc1 (stereo not drawn)
→ 118	106	93	113	108	114	113	101	125
CN1CCc2c(sc3ncnc(N/N=C/c4ccc(Cl)cc4Cl)c23)C1
→ 10	-60*	-48*	25	-34*	8.4*	30	12	29
COc1c(O)c(O)cc2c3c(oc12)CC(c1ccco1)CC3=O (stereo not drawn)
→ 32	100	101	90	57	67	66	82	76
CCCN1CN2C(=O)N3CN(CCC)CN4C(=S)N(C1)C2C34 (stereo not drawn)
→ 112	.	114	101	92	103	99	100	88
C#CCOc1ccc(/C=N/Nc2nc(-c3ccc(OC)cc3)cs2)cc1OC
→ 82	58	64	75	54	73	66	.	88
Nc1cccc2c1C(=O)c1c(Cl)cccc1C2=O
→ 98	99	107	103	95	100	111	101	105
N#C/C(=C\c1ccco1)c1nc(-c2ccco2)cs1
→ 103	99	108	89	95	99	85	101	97
